CIT2-GFP yeast: modulators of CIT2-GFP expression in yeast, primary screen, S. cerevisiae, GFP fusion, multiplex flow cytometry, MLPCN library | S. cerevisiae CIT2-GFP strain, 3 h; 100 means same as DMSO wells | GFP response vs DMSO, % at 10 µM | 320,000 compounds, 0.065% hits | AID 2029, 2009;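 active means GFP response relative to DMSO above a set limit, near the screen mean plus 3 SD, cut at about 150% in these data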;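 further: ratio of well median GFP fluorescence to mean of DMSO wells on the plate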
MEP2 TOR yeast: modulators of MEP2-GFP levels in yeast, primary screen, S. cerevisiae, multiplex flow cytometry, MLPCN library. S. cerevisiae MEP2-GFP strain, 3 h; 100% = DMSO control level. GFP response vs DMSO, % at 10 µM. 330,000 compounds, 0.51% hits. AID 2016, 2009;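 active means GFP response versus DMSO above a set limit, roughly screen mean plus 3 SD, cut at about 180% in these data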;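 further: median GFP fluorescence of the barcode-gated MEP2-GFP cells per well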
GRK2 aptamer HTS: compounds blocking aptamer binding on GRK2 – biochemical, human GRK2, bead flow cytometry, HTS, primary screen; FAM-aptamer displacement from GRK2; 330,000 compounds, 0.59% hits; inhibition of aptamer binding, % at 10 µM; AID 488847, 2010; Beta-adrenergic receptor kinase 1 (Homo sapiens), P25098;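 active means inhibition of aptamer binding above 40%, roughly 3 SD of noise, on plates passing a quality check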;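 further: median bead fluorescence of bound FAM aptamer so fluorescent compounds give negative values; no value below 0 was filed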
RPL19A-GFP yeast: RPL19A-GFP expression modulators in yeast, primary screen, cell-based, S. cerevisiae, multiplex flow cytometry, MLPCN | AID 2025, 2009 | S. cerevisiae RPL19A-GFP strain, 3 h; hits give low values | percent response vs DMSO, % at 10 µM | 330,000 compounds, 0.3% hits;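 active means percent response vs DMSO below 50%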;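 further: median channel GFP fluorescence of the barcoded RPL19A-GFP strain; ratio of sample median GFP to plate DMSO average so 100% = DMSO; lower means less RPL19A-GFP as with rapamycin TOR inhibition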
JMJD2C inh: inhibitors of GASC-1 histone demethylase, primary screen, biochemical, fluorescence, DELFIA europium; 330,000 compounds, 0.069% hits; GST-JMJD2C(1-420) H3K9me3 demethylation; inhibition, % at 2.35 µM;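 active means more than half of a compound's replicate wells show inhibition beyond 50%, single wells judged on their own value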;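 further: signal counts dimethyl H3K9 product captured on neutravidin plate; 0% = median of DMSO wells and 100% = 0.3 times that DMSO median; strong numbers were not always called active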
LAP4-GFP MLPCN: modulators of LAP4-GFP expression in yeast, primary screen, S. cerevisiae, multiplex flow cytometry, MLPCN library. 3 h; median GFP as percent of DMSO wells. GFP response vs DMSO, % at 10 µM. 320,000 compounds, 0.34% hits. AID 2023, 2009;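 active means GFP response vs DMSO above a set limit, about the screen mean plus 3 SD, cut at about 150% in these data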
VLA-4 inh: inhibition in human VLA-4 binding assay, primary screen, VLA-4 allosteric modulator project, MLPCN library, flow cytometry, VLA-4 expressing cells; inhibition, % (about 7 µM as worked out from the volumes in the protocol); ligand binding flow cytometry; 330,000 compounds, 0.2% hits; Integrin alpha-4 (Homo sapiens), P13612; in the data active means inhibition above about 50%
Target sequence (P13612 whole entry, looked up): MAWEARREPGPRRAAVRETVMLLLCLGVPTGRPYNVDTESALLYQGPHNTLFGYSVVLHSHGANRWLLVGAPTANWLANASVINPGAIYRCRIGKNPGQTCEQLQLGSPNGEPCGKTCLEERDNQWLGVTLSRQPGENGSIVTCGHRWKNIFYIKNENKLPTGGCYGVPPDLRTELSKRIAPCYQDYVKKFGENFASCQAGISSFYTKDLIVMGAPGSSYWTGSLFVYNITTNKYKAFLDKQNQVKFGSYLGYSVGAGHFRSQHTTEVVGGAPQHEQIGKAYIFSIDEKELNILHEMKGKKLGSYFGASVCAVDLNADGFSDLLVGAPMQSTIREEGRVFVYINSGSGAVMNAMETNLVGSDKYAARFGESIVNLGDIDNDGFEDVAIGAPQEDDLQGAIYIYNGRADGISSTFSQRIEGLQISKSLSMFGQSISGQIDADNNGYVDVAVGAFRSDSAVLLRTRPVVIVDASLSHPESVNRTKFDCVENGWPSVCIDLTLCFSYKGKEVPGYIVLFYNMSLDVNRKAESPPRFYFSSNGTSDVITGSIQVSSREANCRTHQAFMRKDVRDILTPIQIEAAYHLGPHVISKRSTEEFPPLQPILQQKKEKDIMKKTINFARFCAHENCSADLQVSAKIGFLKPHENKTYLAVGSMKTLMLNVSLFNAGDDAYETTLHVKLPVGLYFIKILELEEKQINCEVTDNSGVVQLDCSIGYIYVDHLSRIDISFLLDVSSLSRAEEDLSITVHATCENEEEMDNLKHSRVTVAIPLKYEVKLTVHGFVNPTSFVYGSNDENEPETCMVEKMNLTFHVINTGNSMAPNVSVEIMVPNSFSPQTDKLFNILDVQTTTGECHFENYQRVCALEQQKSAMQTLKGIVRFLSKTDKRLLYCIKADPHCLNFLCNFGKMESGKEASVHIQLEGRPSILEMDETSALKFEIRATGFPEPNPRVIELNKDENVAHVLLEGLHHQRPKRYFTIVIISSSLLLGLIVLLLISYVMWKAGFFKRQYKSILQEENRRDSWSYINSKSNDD
AGP1-GFP MLPCN: modulators of AGP1-GFP expression in yeast TOR pathway, primary screen, cell-based, multiplex flow cytometry, S. cerevisiae, MLPCN library. 3 h; GFP as percent of DMSO wells. AID 2066, 2009. 320,000 compounds, 0.02% hits. GFP response vs DMSO, % at 10 µM;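 active means GFP response relative to DMSO above a set limit, near screen average plus 3 SD, cut at about 150% in these data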;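 further: median GFP channel fluorescence of the gated AGP1 strain per well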
Starred values were filed as active, the others as inactive; nt = not tested or not shown; & = joins results of further samples; [ ] = another dose, or the depositor's remark. This is a random part of the collection. Share with any hit: about 1.7%.

SMILES	CIT2-GFP yeast	MEP2 TOR yeast	GRK2 aptamer HTS	RPL19A-GFP yeast	JMJD2C inh	LAP4-GFP MLPCN	VLA-4 inh	AGP1-GFP MLPCN
CC(C)(C)P(=O)(CO)c1ccccc1 (stereo not drawn)	nt	104	1	99	-4	107	27	93
Cc1cc(C(=O)COc2ncnc3sccc23)c(C)n1C	90	91	0	95	7	91	2	95
O=C(NCCN1CCOCC1)c1ccc2c(c1)N(Cc1ccccc1)C(=O)CS2	110	107	2	109	-2	112	6	105
Nc1nc(SCC(=O)c2ccc(Oc3ccccc3)cc2)n[nH]1	95	103	0	97	14	101	4	93
O=c1oc2ccccc2c(Nc2ccc3ccccc3c2)c1[N+](=O)[O-]	89	104	0	93	-1	100	12	94
CCN(CC(=O)NCc1ccc(F)cc1)C(=O)c1cccnc1SC	102	110	2	104	-9	105	9	103
CCCc1c(C)nc(N2CCN(c3ccccc3F)CC2)[nH]c1=O	105	109	1	107	-2	92	6	104
CCCCN(Cc1ccco1)C(=O)C1CCCN(c2ncnc3c2nc2n3CCCCC2)C1 (stereo not drawn)	99	93	5	91	9	87	-2	91
O=C(N/N=C/c1ccc2c(c1)OCO2)c1ccc2c(c1)OCO2	121[may fluoresce green]	96[may fluoresce green]	3	93[may fluoresce green]	0	110[may fluoresce green]	-5	104[may fluoresce green]
CCCn1c(=O)c2c(nc3n2CCS3)n(C)c1=O	96	104	0	93	2	100	3	92
CC(C)(C)N(C=C(Cl)Cl)C(=O)NC1CCCCC1	106	95	2	101	10	102	17	99
CN(C(=O)c1ccc(S(=O)(=O)N(C)C)cc1)c1ccc2ccccc2c1	102	110	3	110	-4	101	-3	102
Cc1cccc(CNc2ccc(C(CC(N)=O)NC(=O)Cc3cccc4ccccc34)cc2[N+](=O)[O-])c1 (stereo not drawn)	76	94	6	99	-5	101	3	88
Cc1ccccc1N(C(=O)Cc1cccs1)C(C(=O)NCC1CCCO1)c1cccnc1 (stereo not drawn)	103	96	0	98	4	97	-8	102
CCSc1nc(C(F)(F)F)cc(=O)n1-c1ccccc1	98	103	5	100	-1	105	2	98
CC1(C)N=C(SCC(=O)Nc2ccc(Cl)cc2)C(c2ccccc2)=N1	82	103	0	98	-17	121	31	94
NC(=O)c1ccccc1NC(=O)c1ccccc1F	93	101	0	98	8	98	10	96
N/C(=N\OC(=O)/C=C/c1ccccc1)c1ccccn1	99	97	0	107	-3	95	0	90
COCC(=O)N1CCC(Oc2ccc(C(=O)NC3CCOC(C)(C)C3)cc2)CC1 (stereo not drawn)	100	106	2	100	-2	95	0	98
Cc1ccc(S(=O)(=O)NCCC(=O)NC2CCCCC2)cc1	98	101	0	101	-3	93	2	95
Cc1ccc(OCC(O)Cn2nc(C)cc2C)cc1 (stereo not drawn)	99	97	0	96	0	113	-3	104
CCOc1ccc(S(=O)(=O)N2CCCC(C(=O)N3CCC(C(N)=O)CC3)C2)cc1Cl (stereo not drawn)	88	100	1	93	0	82	2	92
Cc1ccc(OCC(=O)N2CCN(C(=O)c3cccc(F)c3)CC2)cc1	94	89	0	96	-2	91	-14	83
N#C/C(=C/c1ccc(O)cc1)C(=O)NCc1ccc(Cl)cc1	92	101	0	95	-5	97	13	98
Cc1ccc(S(=O)(=O)N2CCCN(S(=O)(=O)c3ccc4c(c3)OCCO4)CC2)cc1	100	99	2	96	-2&49	103	3	94
O=C(c1ccc(S(=O)(=O)Cc2ccccc2F)c([N+](=O)[O-])c1)N1CCCCCC1	100	99	0	110	5	102	3	103
O=C(CCSCCC(=O)Nc1c(F)c(F)c(F)c(F)c1F)Nc1c(F)c(F)c(F)c(F)c1F	92	89	0	97	-6	102	-3	98
COc1ccc(OC)c(/C=N/NC(=O)c2cc3c(OC)cc(OC)cc3[nH]2)c1	nt	107	1	111	-14	nt	1	nt
